High-throughput results from PubChem BioAssay.
TNAP inh hiacc – inhibitors of human TNAP at high phosphate acceptor concentration. purified TNAP, CDP-star luminescence, 1 M DEA. P05186. inhibition, % at 20 µM. AID 1135. 200,000 compounds, 0.03% hits;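 active = over 50% inhibition of tissue-nonspecific alkaline phosphatase at 20 µM in the single-dose screen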;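 also: plate controls were DMSO wells for no effect and EDTA-quenched wells as full inhibition for full effect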
L major viab – Leishmania major promastigote growth inhibition | inhibition, % at 10 µM | Leishmania major promastigotes, resazurin fluorescence viability | 200,000 compounds, 9% hits; in the data active = inhibition above about 50%;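 also: promastigotes grown with compound for 44 hours at 28 °C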
Efa HMGR inh – inhibitors of class II HMG-CoA reductase from Enterococcus faecalis; purified E. faecalis HMGR, NADPH absorbance 340 nm kinetic; inhibition, % at 10 µM; 190,000 compounds, 0.41% hits; AID 1066;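 active = inhibition above a set limit, the median over all tested compounds plus 3 SD, cut at about 9.5% in these data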;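 also: enzyme runs in reverse so mevalonate oxidation gives rising NADPH absorbance; 0% = complete reaction with DMSO and 100% = background rate lacking mevalonate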
PMI act hi M6P – increases human PMI activity with near-saturating mannose 6-phosphate; coupled PMI enzyme assay, resazurin fluorescence, 20 min; hits give high values; 1 = untreated enzyme, 0 = substrate-free blank; 190,000 compounds, 0.34% hits; activation factor at 20 µM;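 active = activation factor of 2 or more at 20 µM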
Target sequence (P34949 whole entry, looked up): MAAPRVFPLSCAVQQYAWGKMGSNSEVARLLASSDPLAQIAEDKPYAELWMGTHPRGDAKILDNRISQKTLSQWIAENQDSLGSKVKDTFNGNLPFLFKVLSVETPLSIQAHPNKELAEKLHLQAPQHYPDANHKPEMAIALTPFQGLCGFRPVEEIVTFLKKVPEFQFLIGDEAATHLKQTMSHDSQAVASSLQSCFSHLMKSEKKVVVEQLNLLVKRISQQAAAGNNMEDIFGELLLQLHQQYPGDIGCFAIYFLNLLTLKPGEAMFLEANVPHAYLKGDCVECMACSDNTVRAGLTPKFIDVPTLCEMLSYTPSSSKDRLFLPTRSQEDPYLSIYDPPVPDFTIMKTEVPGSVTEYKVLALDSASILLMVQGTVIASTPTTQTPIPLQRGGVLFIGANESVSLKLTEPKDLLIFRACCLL
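Test system: human phosphomannose isomerase with PGI, G6PDH, diaphorase coupling enzymes; amount: 15 ng/mL PMI; incubation: enzyme reaction with compound 20 min at room temperature; technique: resorufin fluorescence (Ex 544/Em 590 nm) from resazurin via diaphorase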
PMI activator – phosphomannose isomerase (human) activation; P34949; purified human PMI, coupled resazurin fluorescence, 20 min; hits give high values; 1 = vehicle control, 0 substrate-free wells; activation factor at 20 µM; 190,000 compounds, 0.005% hits;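 active = activation factor of 2 or more at 20 µM, relative to plate controls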
RAM inhibit – blocks the yeast RAM network; 190,000 compounds, 1.8% hits; inhibition, % at 50 µM; S. cerevisiae dse1pr::URA3 reporter, 5-FOA growth OD615, 2 d; analog-sensitive cbk1-as2 kinase mutant strain;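 active = inhibition above a set limit, 3 SD over mean compound inhibition, cut at about 8.4% in these data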;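 also: 0% = DMSO-only wells with no growth and 100% = 10 µM 1-NA-PP1 full growth; inhibition rescues growth on 5-FOA so higher OD means more RAM inhibition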
DTT redox prof – compounds producing H2O2 with reducing agent – biochemical, NIH compound library profiling, artefact control for MLSCN library redox annotation, primary screen | AID 878 | 200,000 compounds, 0.03% hits | activation, % at 10 µM | DTT-dependent redox cycling H2O2, phenol red/HRP absorbance; 100% = 100 µM peroxide control, 0% = buffer;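 active = activation of at least 50% relative to the plate's high and low controls in the primary single-dose screen; inactive = activation below 50%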;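 also: compound incubated with DTT at 0.8 mM final as the reducing agent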
TNAP inh no acc – TNAP (human) inhibition, acceptor-free conditions; purified TNAP, CDP-star luminescence, 30 min; inhibition, % at 20 µM; 200,000 compounds, 0.26% hits;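 active = tissue-nonspecific alkaline phosphatase inhibition above about 50% at 20 µM in the single-dose screen, limit read from the data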;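 also: 0% = DMSO negative control and 100% = EDTA positive control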
S1P3 antag – antagonists of human S1P3 receptor | AID 485 | CHO S1P3 NFAT-BLA reporter, FRET fluorescence, antagonist mode | inhibition, % at 4.98 µM | 170,000 compounds, 0.27% hits;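 active = inhibition above the plate cutoff, the mean inhibition of test wells on that plate plus 3 SD, cut at about 28% in these data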;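 also: cells challenged with S1P at its EC80 of 0.8 µM; blue over green emission ratio from cleaved BLA substrate after 4 h stimulation; 0% = S1P-stimulated wells and 100% = unstimulated DMSO-only wells; some compounds past the cut are filed as inactive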
Target sequence (Q99500 whole entry, looked up): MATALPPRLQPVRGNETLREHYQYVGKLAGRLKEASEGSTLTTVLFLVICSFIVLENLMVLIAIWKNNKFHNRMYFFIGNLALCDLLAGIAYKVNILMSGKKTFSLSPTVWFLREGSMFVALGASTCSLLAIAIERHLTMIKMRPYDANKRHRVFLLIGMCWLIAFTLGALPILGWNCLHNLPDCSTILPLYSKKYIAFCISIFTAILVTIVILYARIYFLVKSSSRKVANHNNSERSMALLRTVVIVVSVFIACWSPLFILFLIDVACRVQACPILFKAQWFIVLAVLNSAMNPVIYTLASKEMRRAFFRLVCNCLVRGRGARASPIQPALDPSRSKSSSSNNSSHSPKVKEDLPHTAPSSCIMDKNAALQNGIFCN
Hsp70 activator – switches on Hsp70 transcription; HeLa Hsp70 promoter luciferase reporter, luminescence; scaled: vehicle 0, proteasome-inhibitor control 100%; activation, % at 10 µM; 200,000 compounds, 0.04% hits;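 active = activation above the mean across all tested compounds plus 3 SD, cutoff set per campaign, cut at about 5.5% in these data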;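 also: 100% = MG132 at 30 µM as the positive control and 0% = DMSO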
Starred values were filed as active, the others as inactive; x = not tested or not shown; & = joins results of further samples. This is a random part of the collection; any-hit rate near 12%.

mol	TNAP inh hiacc	L major viab	Efa HMGR inh	PMI act hi M6P	PMI activator	RAM inhibit	DTT redox prof	TNAP inh no acc	S1P3 antag	Hsp70 activator
N#Cc1ccccc1CN1C(=O)S/C(=C/c2cccn2-c2ccc(C(=O)O)cc2)C1=O	0	-6	-6	1.2	1	4.4	0.2	-6	x	-0.1
CC1(C)Cc2c(sc3nc4n(c(=N)c23)CCCCC4)CO1	-9	14	-3	1.1	1.1	2.6	-0.1	15	x	-0.3
CCCC12CN3CCN(CC(C3)/C1=N\NC(=O)c1ccc(F)cc1)C2	-1	-1	3	1	1	4.0	-0.3	7	-26	0.0
CC(=O)Nc1ccc(S(=O)(=O)Nc2ccc3c(c2)OCCO3)cc1	-1	-4	-4	1	1	-0.6	1.3	-12	-15	-0.3
Cc1ccccc1NC(=O)CSc1nc2ccccc2o1	-3	-2	-3	1.1	1	2.0	0.3	-9	x	-0.1
O=[N+]([O-])c1ccc(S(=O)(=O)CC(CN2CCCCC2)N2CCCCC2)cc1 (stereo unspecified)	-3	101*	-1	1	1	-1.1	0.9	-1	-26	0.0
O=C(Cn1c(COc2ccccc2)nc2ccccc21)Nc1cc(Cl)cc(Cl)c1	-4	-5	-3	1	0.9	1.9	0.2	-6	-116	-0.1
Cc1cccc(N2N=C(C(=O)Nc3nc(C)cs3)CCC2=O)c1	-3	8	-9	0.9	1	-0.4	-0.1	-13	7	-0.3
CC(C)(C)Nc1ncnc2c1cnn2-c1ccccc1	-2	x	x	0.9	0.9	x	x	-9	6	x
Cc1ccc(-n2cc(CN3CCCN(C=O)CC3)c(-c3ccc(F)cc3)n2)cc1	-5	22	-1	1	1	-0.5	-1.1	-5	-27	-0.2
O=C(COC(=O)C1CC(=O)N(Cc2ccccc2)C1)Nc1ccccc1F (stereo unspecified)	-3	8	-4	1.2	1.2	-1.5	-1.6	-9	-13	-0.2
CCO[C@@H]1OC(C(=O)N2CCOCC2)=C[C@H](C)[C@H]1CCCO	2	-9	-1	1.1	1.1	-0.9	0.4	-4	-9	0.1

Rewritten with each value named: part of the list above
molecule: Cc1ccccc1NC(=O)CSc1nc2ccccc2o1
- TNAP inh hiacc: -3
- L major viab: -2
- Efa HMGR inh: -3
- PMI act hi M6P: 1.1
- PMI activator: 1
- RAM inhibit: 2.0
- DTT redox prof: 0.3
- TNAP inh no acc: -9
- S1P3 antag: x
- Hsp70 activator: -0.1
molecule: O=[N+]([O-])c1ccc(S(=O)(=O)CC(CN2CCCCC2)N2CCCCC2)cc1 (stereo unspecified)
- TNAP inh hiacc: -3
- L major viab: 101*
- Efa HMGR inh: -1
- PMI act hi M6P: 1
- PMI activator: 1
- RAM inhibit: -1.1
- DTT redox prof: 0.9
- TNAP inh no acc: -1
- S1P3 antag: -26
- Hsp70 activator: 0.0
molecule: O=C(Cn1c(COc2ccccc2)nc2ccccc21)Nc1cc(Cl)cc(Cl)c1
- TNAP inh hiacc: -4
- L major viab: -5
- Efa HMGR inh: -3
- PMI act hi M6P: 1
- PMI activator: 0.9
- RAM inhibit: 1.9
- DTT redox prof: 0.2
- TNAP inh no acc: -6
- S1P3 antag: -116
- Hsp70 activator: -0.1

The list goes on:
mol	TNAP inh hiacc	L major viab	Efa HMGR inh	PMI act hi M6P	PMI activator	RAM inhibit	DTT redox prof	TNAP inh no acc	S1P3 antag	Hsp70 activator
NC(=O)c1cc(S(=O)(=O)Nc2cccc(F)c2)co1	-3	-2	3	0.9	1	2.2	-0.1	-7	-16	-0.1
Clc1cccc(Cl)c1Cn1ccc(C2CC2)n1	-5	3	-4	1	1.1	1.0	-2.6	-13	0	0.1
O=S(=O)(c1cnc[nH]1)N1CCCCCC1	-2	-9	-3	1	1	-0.1	-2.5	-7	-36	-0.2
COc1cccc(C(=O)NCC(=O)OCC(=O)c2ccccc2)c1	-3	-6	1	1	1	1.2	-0.3	-7	-1	-0.4
Cc1ccc(-c2c3c(=O)n(C)c(=O)n(C)c3cn2Cc2cccnc2)cc1	-2	0	-3	1.4	1.5	-1.3	1.6	7	-6	-0.3
Cc1cccc(NC(=S)NC(NC(=O)OCc2ccccc2)C(Cl)(Cl)Cl)c1 (stereo unspecified)	-6	33	-3	1	0.9	2.2	-2.8	-14	x	-0.3
O=C(/C=C/NCc1cccnc1)C(F)(F)C(F)(F)F	-5	-6	-2	1	1.1	1.5	-0.8	-8	7	-0.3
Cc1cc(C)c(S(=O)(=O)N2CCCOC2CNC(=O)C(=O)NCCC2=CCCCC2)c(C)c1 (stereo unspecified)	-2	21	-2	0.8	0.8	2.7	-0.1	-1	0	-0.4
Cc1cc(-c2ccccc2)c2c(=O)[nH][nH]c2n1	-3	2	0	0.9	0.9	-0.8	-0.2	-6	-8	-0.3
Cc1cc(C)c(NC(=O)C2=CCN(S(=O)(=O)c3ccc(F)cc3)CC2)c(C)c1	-6	-5	-1	1	1.1	1.6	0.8	-9	0	-0.1
O=C1c2ccc(Oc3ccc([N+](=O)[O-])cc3)cc2C(=O)N1c1ccncc1	-5	-7	-3	1.1	1.3	1.7	-1.8	-1	-4	0.0
COc1ccc(CSc2nncn2N)cc1Br	-2	-6	-9	1	1	1.7	-1.3	-15	-3	-0.2

In a second layout: 2 of the compounds above.
Below each SMILES – TNAP inh hiacc	L major viab	Efa HMGR inh	PMI act hi M6P	PMI activator	RAM inhibit	DTT redox prof	TNAP inh no acc	S1P3 antag	Hsp70 activator
> O=S(=O)(c1cnc[nH]1)N1CCCCCC1
→ -2	-9	-3	1	1	-0.1	-2.5	-7	-36	-0.2
> COc1cccc(C(=O)NCC(=O)OCC(=O)c2ccccc2)c1
→ -3	-6	1	1	1	1.2	-0.3	-7	-1	-0.4

Next structures.
mol	TNAP inh hiacc	L major viab	Efa HMGR inh	PMI act hi M6P	PMI activator	RAM inhibit	DTT redox prof	TNAP inh no acc	S1P3 antag	Hsp70 activator
CCCCCC(=O)NC(=S)NNC(=O)c1ccc([N+](=O)[O-])cc1	4	-2	0	1.1	1	4.1	0.7	-99	-11	-0.3
CC1=NN(C(=S)Nc2ccccc2)C(C)(C)C1	-5	-6	-6	0.9	0.9	2.6	0.1	-4	6	-0.2
Cc1ccc(NC(=O)COC(=O)Cn2cnc3c2c(=O)n(C)c(=O)n3C)cc1Cl	-4	-3	-4	1.1	1.1	1.7	-0.1	-12	-2	-0.3
COc1ccc(-c2nc(CN(Cc3cnn(C)c3)C(C)C)c(C)o2)c(OC)c1	-4	-9	-7	0.9	0.9	2.1	-0.6	-9	14	-0.4
O=C(C(F)C(F)(F)F)N1CCN(c2ccccc2)CC1 (stereo unspecified)	-3	-10	0	0.9	1	1.2	1.8	-6	9	-0.5
O=C(COc1ccccc1Cl)NC(=S)N1CCc2ccccc21	0	-4	3	0.9	0.9	2.1	-7.6	-3	x	-0.2
CC(=O)C1=C(C)NC(SCC(=O)c2ccc(F)cc2)=C(C#N)C1CC(C)C (stereo unspecified)	3	24	0	1.3	1.2	1.7	-0.1	-7	-5	0.4
Nc1nc(C2CCCN2S(=O)(=O)c2ccc(Cl)cc2)cs1 (stereo unspecified)	-5	-2	1	0.9	0.9	1.8	0.4	-10	2	-0.3
O=C(O)C1CCN(S(=O)(=O)c2ccc3c(c2)OCCCO3)CC1	-5	-1	-3	1	1.1	1.6	-2.1	-5	8	0.2
Cc1cc2nc(-c3cc(N4CCOCC4)ccc3[N+](=O)[O-])ccn2n1	13	-1	-5	1	1	1.1	-1.7	12	-2	-0.3
CCN(C(=O)CSc1nnc(-c2ccccc2)n1C)C1CCS(=O)(=O)C1 (stereo unspecified)	2	-4	0	1	1	0.1	-1.4	3	-10	0.4
CC1CCCCN1C(=O)COc1ccccc1F (stereo unspecified)	-7	-5	-3	1	1	1.1	0.3	-7	1	0.2
Cc1ccc2nc(-c3ccccn3)c(NC3CCCC3)n2c1	-5	100*	-3	0.8	1	1.6	-0.3	-29	18	0.0
CCN(CC)C(=O)C1CCCN(Cc2cccc(F)c2)C1 (stereo unspecified)	-10	-2	-2	0.9	0.9	3.1	-0.8	-9	-8	-0.3
O=c1cc(O)nc(SCc2ccccc2)n1-c1ccccc1	-4&-3	-1&-8	2&6	1&0.9	1&0.9	2.0&2.0	2.0&1.7	-11&-4	x	0.1&-0.2
Cc1cc(NS(=O)(=O)c2ccc(NC(=S)NC(=O)c3ccc(F)cc3Cl)cc2)no1	-4	48	-1	1.1	1.1	0.6	-0.5	-2	-1	-0.1
CCc1ccc(Nc2ncccc2C#N)cc1	-8	-6	-6	0.9	0.9	0.0	-3.6	-15	x	-0.2
COc1cc(-c2nnc3sc(-c4cccs4)nn23)cc(OC)c1OC	-6	15	-4	0.9	0.8	2.7	-1.1	-12	8	0.0
CCN1C(=O)c2cccc3c(Cl)ccc(c23)C1=O	-4	-5	-10	1	1	1.7	-2.1	-6	9	-0.3
CCOC(=O)c1c(C)nc2cc(C)cc(C)n12	-4	2	-4	1.1	1.1	0.9	-0.2	-2	-9	0.8
COc1ccc(CC2(C)OC(c3ccc(Cl)cc3)=NN2C(C)=O)cc1 (stereo unspecified)	0	54*	-1	0.9	0.8	3.0	-0.1	-10	2	-0.4
CCN(c1ccccc1)S(=O)(=O)c1ccc(Cl)c(NC(=O)COC(=O)c2ccc(Cl)c(N)c2)c1	-1	-4	0	0.8	0.8	4.6	0.1	-7	-8	-0.1
CC(=O)N1CCc2cc(S(=O)(=O)NCCC(=O)Nc3cc(C)cc(C)c3)ccc21	1	0	-2	0.9	0.9	0.8	0.1	-6	-12	-0.2
Cc1ccc(C(=O)Nc2ccc3cn[nH]c3c2)cc1S(=O)(=O)N1CCOCC1	2	-8	-1	0.7	1	1.1	-1.3	-33	9	0.2
CN1CCN(S(=O)(=O)c2ccc(NC(=O)COc3ccccc3)cc2)CC1	-2	-1	-3	1	0.9	0.5	0.1	-12	-5	0.0
COc1cc2c(cc1NC(=O)C(c1ccccc1)c1ccccc1)CCCC2	-1	37	-5	1	0.9	3.1	0.7	-9	x	-0.3
O=C(Cc1ccc(Cl)cc1)Nc1ccc(SC(F)F)cc1	0	-2	0	0.8	0.9	3.9	0.0	2	8	-0.3
O=c1cc(NCc2ccco2)[nH]c(=O)n1-c1ccc(Br)cc1	-2	-6	-4	1.2	1.2	2.5	0.7	-9	x	-0.6
O=C(NCCN1CCN(c2ccccc2)CC1)C1CCN(S(=O)(=O)N2CCOCC2)CC1	0	-4	-5	1	1.1	1.1	-6.5	1	-32	-0.2
O=C(c1ccc(N2CCCCC2)c([N+](=O)[O-])c1)N(Cc1ccccc1)c1ccccn1	0	8	2	0.9	0.9	4.6	-6.1	1	x	-0.1
CCOC(=O)C1CCCCN1Cc1ccc(F)cc1 (stereo unspecified)	-3	-5	3	1	1	1.0	0.1	-16	x	-0.1
CC(C)(C)NC(=O)c1cc(F)c(F)cc1Cl	-11	-2	0	1.2	1.1	1.9	0.1	-4	x	-0.2
COc1cccc(Nc2nc(-c3sc(NC(=O)c4ccccc4)nc3C)cs2)c1	-1	20	-4	0.9	1	3.2	-6.3	3	x	-0.3
CCc1nnc2c(N(C)C)nc3ccccc3n12	-4	16	-1	1	1	1.7	-0.2	-12	-5	-0.3
